Screening data (PubChem BioAssay)
FAS TE block – FAS thioesterase (human) inhibition; P49327; recombinant FAS-TE, OMFH fluorogenic substrate, fluorescence endpoint; inhibition, % at 15 µM; actives 0.67% (n = 360,000); AID 602261;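 active = compounds whose normalised, plate-corrected inhibition of enzyme fluorescence in the single-dose primary screen is 50% or more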;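 note: 0% = DMSO with enzyme and 100% = substrate without enzyme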
CSN deneddyl inh – blocks human CSN-mediated cullin deneddylation; Purified CSN, SCF-Nedd8-OG deneddylation, fluorescence polarization; inhibition, % at 12.5 µM; actives 0.38% (n = 360,000);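 active = pattern-corrected inhibition above about 35%, with an unprinted fluorescence ratio check between 0.5 and 1.5, limit read from the data, passing the limit was not always enough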;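 note: 0% = enzyme with substrate and 100% = substrate without enzyme; some results filed as inactive read as strong as hits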
Target sequence (Q92905 whole entry, looked up, one chain of several): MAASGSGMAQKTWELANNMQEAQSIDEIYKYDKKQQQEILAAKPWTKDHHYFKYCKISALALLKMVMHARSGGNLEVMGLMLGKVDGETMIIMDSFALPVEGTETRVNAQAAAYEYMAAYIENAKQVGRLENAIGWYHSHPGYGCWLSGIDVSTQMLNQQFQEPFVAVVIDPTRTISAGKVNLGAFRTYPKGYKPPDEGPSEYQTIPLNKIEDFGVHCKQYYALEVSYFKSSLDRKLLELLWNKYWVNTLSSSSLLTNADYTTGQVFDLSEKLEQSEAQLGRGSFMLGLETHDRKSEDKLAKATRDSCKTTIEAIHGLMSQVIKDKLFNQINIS
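Assay system: HEK293T-derived human Csn5 enzyme; quantity: 0.24 nM enzyme; medium: Tris/NaCl/DTT buffer, pH 7.5; also added: substrate SCFSkp2-Nedd8OG, 10 nM; doses: 12.5 µM compound; schedule: 90 min reaction at room temperature; signal: FP; read-out: % inhibition of substrate cleavage by Csn5; benchmarks: substrate-only high control, full reaction low control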
Rin1-Abl PPI inh – human Rin1-Abl interaction inhibition | TR-FRET Rin1/Abl binding, biochemical | actives 0.4% (n = 360,000) | P00519+Q13671 | inhibition, % at 7.35 µM; in the data active = inhibition above about 5%, passing the limit was not always enough
TbMetRS inhib – Trypanosoma brucei MetRS inhibition; inhibition, % at 11.9 µM; AID 624268; purified T. brucei MetRS, ATP depletion, Kinase-Glo luminescence; actives 0.4% (n = 360,000);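 active = inhibition above a per-plate cutoff of the control wells' mean inhibition plus 3 SD, cut at about 5.5% in these data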;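 note: 0% = DMSO wells median and 100% = median of wells with control inhibitor compound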
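Material – parasite MetRS enzyme · Medium – HEPES-MgCl2-KCl buffer plus DTT, spermine, BSA, pyrophosphatase · Reagent – ATP, methionine and E. coli bulk tRNA substrates · Times – 15 min enzyme-compound preincubation, 2 h reaction, 10 min detection, 25 °C · Measured by – luminescence of leftover ATP · Evaluation – percent inhibition relative to median high and low control wells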
bovine MsrA act – activators of bovine methionine sulfoxide reductase A. actives 0.3% (n = 360,000). AID 602163. purified bovine MsrA, absorbance read-out. activation, % at 10.6 µM; in the data active = activation above about 7.5%;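 note: 0% = vehicle and 100% = reference activator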
Neddylation inh – inhibitors of human cullin neddylation; actives 0.58% (n = 360,000); AID 651699; TR-FRET cullin neddylation, biochemical; P61081+Q13564; calls only at 25 µM; in the data active = inhibition above about 36%
Target sequence (P61081 whole entry, looked up): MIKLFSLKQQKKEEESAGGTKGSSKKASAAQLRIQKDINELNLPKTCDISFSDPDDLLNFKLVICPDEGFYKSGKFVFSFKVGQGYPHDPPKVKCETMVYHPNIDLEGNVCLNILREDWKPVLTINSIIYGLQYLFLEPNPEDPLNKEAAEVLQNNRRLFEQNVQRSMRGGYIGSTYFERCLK
Target sequence (Q13564 whole entry, looked up): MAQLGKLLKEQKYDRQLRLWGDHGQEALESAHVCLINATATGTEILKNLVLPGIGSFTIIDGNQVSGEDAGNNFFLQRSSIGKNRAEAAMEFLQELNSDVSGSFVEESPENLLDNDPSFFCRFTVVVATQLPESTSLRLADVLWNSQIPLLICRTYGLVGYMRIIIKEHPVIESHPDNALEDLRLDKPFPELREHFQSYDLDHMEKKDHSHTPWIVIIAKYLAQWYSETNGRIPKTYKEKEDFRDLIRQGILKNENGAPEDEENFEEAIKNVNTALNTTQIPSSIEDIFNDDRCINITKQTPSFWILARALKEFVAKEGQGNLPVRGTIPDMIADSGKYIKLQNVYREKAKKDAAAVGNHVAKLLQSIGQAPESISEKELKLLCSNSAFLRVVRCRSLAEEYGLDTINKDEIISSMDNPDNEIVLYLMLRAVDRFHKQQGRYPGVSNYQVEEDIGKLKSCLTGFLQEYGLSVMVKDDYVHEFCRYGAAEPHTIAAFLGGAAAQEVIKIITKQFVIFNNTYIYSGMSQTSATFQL
E coli Lon inh – inhibits E. coli Lon protease. P0A9M0. purified E. coli Lon protease, fluorescence polarization. inhibition, % at 7.94 µM. actives 0.42% (n = 360,000); in the data active = inhibition above about 13%, passing the limit was not always enough;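 note: 0% = enzyme with probe and DMSO and 100% = no enzyme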
MsrA inh – bovine MsrA inhibition | purified bovine MsrA, absorbance read-out | inhibition, % at 15.5 µM | actives 0.75% (n = 360,000); in the data active = inhibition above about 4.5%;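 note: 0% = vehicle wells with enzyme and 100% = reference inhibitor wells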
PABP1 MLLE inh – inhibitors of microRNA-mediated deadenylation, human PABP1 MLLE binding; GST-MLLE / FITC-PAM2 fluorescence polarization; P11940; actives 0.36% (n = 360,000); inhibition, % at 20 µM; in the data active = inhibition above about 35%, passing the limit was not always enough;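 note: plate controls were DMSO wells with GST-MLLE for no effect and wells lacking GST-MLLE protein for full effect; some results filed as inactive read as strong as hits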
Starred values were filed as active, the others as inactive; i = inactive; / = no result given.

SMILES	FAS TE block	CSN deneddyl inh	Rin1-Abl PPI inh	TbMetRS inhib	bovine MsrA act	Neddylation inh	E coli Lon inh	MsrA inh	PABP1 MLLE inh
COc1ccc(-n2nnnc2SCC(=O)Nc2ccc3c(c2)OCCO3)cc1OC	-101.5	2.2	-1.2	-0.3	-0.2	i	-5.4	-1.2	4.7
O=S(=O)(c1ccccc1)N1CCN(Cc2cccc(Br)c2)CC1	20.6	1.0	-0.6	-0.3	-2.9	i	0.8	-0.7	1.4
Cc1noc(C)c1CCC(=O)NC1CCCN(Cc2ccc(Cl)cc2)C1 (stereo not drawn)	-4.5	0.6	3.6	-0.6	-9.8	i	-5.9	-1.1	-4.3
Cc1cccc(Nc2nc(-c3cccs3)cs2)n1	20.2	4.2	-0.2	-0.7	-2.6	i	0.6	0.8	4.6
CN(C)c1ccc(-c2nn3c(-c4ccc(Cl)cc4)nnc3s2)cc1	-0.8	2.5	6.5	-0.9	-12.2	/	0.7	-0.7	-23.4
O=C(NCc1cccs1)c1csc([C@@H]2C[C@H](O)[C@@H](CO)O2)n1	-3.6	3.6	-0.1	-0.1	-2.2	i	-7.1	-1.1	1.9
Cc1ccc(/C=N/Nc2ccc3ccccc3n2)o1	4.0	-0.9	-0.7	-1.2	-7.3	/	-76.0	0.9	-32.0
CCN(Cc1ccccc1)S(=O)(=O)c1ccc(S(=O)(=O)N(Cc2ccccn2)Cc2ccco2)cc1	-9.0	-7.4	1.2	-0.6	-3.2	i	10.8	-0.6	-0.3
C/C(=N\NC(=O)c1c(Cl)cnn1C)c1cccc(NC(=O)c2ccc(C)cc2)c1	-5.6	-2.8	-1.1	-0.3	-1.7	i	-19.0	-1.4	-6.5
Cc1ccc(S(=O)(=O)N(C)CC(=O)Oc2ccc(-c3nnco3)cc2)cc1	3.7	-1.0	1.5	0.1	-1.9	i	1.3	1.4	-4.8
CCCCNC(=O)COC(=O)c1ccc(Cl)c(S(=O)(=O)N2CCCC2)c1	-0.7	-0.2	0.1	-0.2	-2.7	i	1.8	0.2	-0.7
Cc1cc(C)c2c(=O)n(CC(=O)Nc3ccc(Cl)cc3)sc2n1	-5.0	2.4	0.7	0.1	-5.7	i	3.4	2.9	-0.8
CNC(=S)NNC(=O)Cc1ccc(O)cc1	-8.3	-2.1	2.9	-1.7	-12.6	i	4.1	0.3	0.9
CCOc1ccc(NS(=O)(=O)c2ccc3ncsc3c2)cc1	3.3	-1.0	0.1	0.5	-1.8	i	-2.8	-0.3	-15.8
Nc1nc(Cl)nc2c1ncn2[C@@H]1O[C@H](CO)[C@@H](O)[C@H]1O	-3.9	0.3	-1.2	-2.0	-12.5	i	3.8	-0.7	2.8

Grouped by structure, the entries above with a thiophene ring, fused or not
SMILES	FAS TE block	CSN deneddyl inh	Rin1-Abl PPI inh	TbMetRS inhib	bovine MsrA act	Neddylation inh	E coli Lon inh	MsrA inh	PABP1 MLLE inh
Cc1cccc(Nc2nc(-c3cccs3)cs2)n1	20.2	4.2	-0.2	-0.7	-2.6	i	0.6	0.8	4.6
O=C(NCc1cccs1)c1csc([C@@H]2C[C@H](O)[C@@H](CO)O2)n1	-3.6	3.6	-0.1	-0.1	-2.2	i	-7.1	-1.1	1.9

(list continues)
SMILES	FAS TE block	CSN deneddyl inh	Rin1-Abl PPI inh	TbMetRS inhib	bovine MsrA act	Neddylation inh	E coli Lon inh	MsrA inh	PABP1 MLLE inh
CCOc1ccc(S(=O)(=O)NCCC(=O)NC2CCC(C)CC2)cc1 (stereo not drawn)	0.6	-2.2	3.6	-0.3	-1.3	i	2.4	-0.5	5.2
COc1ccc(NC(=O)COc2cccc3c2OC(C)(C)C3)cc1OC	0.6	1.7	5.7	0.0	-0.8	i	-1.9	-1.1	-1.4
Cc1cccc(COC(=O)CCCNC(=O)c2ccc(Cl)cc2)c1	22.5	0.8	2.3	-0.2	-2.0	i	9.3	-0.6	-8.7
CCS(=O)(=O)NCCc1csc(-c2ccc(OC)c(OC)c2)n1	-3.0	-2.8	-3.5	-0.2	-1.5	i	4.5	1.6	1.4
O=C(NNC(=O)c1ccc(=O)[nH]c1)c1ccc(NS(=O)(=O)c2cccs2)cc1	-4.5	-4.8	-1.3	-0.3	-1.5	i	-6.9	0.0	6.5
O=C1c2cc([N+](=O)[O-])ccc2-c2ncccc21	37.8	-3.8	-7.5	0.2	-0.3	i	-3.1	0.2	20.7
Cc1ccc(Cl)c(NC(=O)CCl)c1Cl	-5.5	8.9	1.5	-0.3	-3.6	i	2.4	0.7	7.1
Cc1ccc2c(c1)NC(C(C)(C)C)CO2 (stereo not drawn)	1.8	-0.9	-0.7	-0.2	-9.0	i	5.4	-0.5	6.0
Cc1ccc(SCCC(=O)NC(C)C)cc1	-7.4	-3.1	1.4	0.5	2.4	i	-7.5	-0.9	-7.8
COc1ccc(C2C(C(=O)Nc3cccc(OC)c3)c3ccccc3C(=O)N2C)cc1 (stereo not drawn)	4.7	0.2	-2.9	0.0	0.2	i	15.7	0.5	0.9
O=C(Nc1ccn(Cc2c(F)c(F)c(F)c(F)c2F)n1)c1ccc(COc2ccccc2Cl)cc1	25.8	0.5	-1.8	-0.2	1.1	i	-12.1	1.0	2.9
CCOc1ccc(-c2nc(CSCC(=O)NCC3CCCO3)c(C)o2)cc1 (stereo not drawn)	-4.6	-1.9	-2.3	0.0	-2.2	i	2.4	0.6	-4.2
CC(=O)N(CN1C(=O)CCC1=O)c1cccc(Cl)c1	-12.2	1.7	1.7	0.7	-0.8	i	-10.3	0.4	3.8
CCCCN(CC)C(=O)CSc1nc2c(sc(=S)n2-c2ccc(OCC)cc2)c(=O)[nH]1	16.7	1.4	-0.9	-0.4	-2.5	i	-8.7	-0.1	19.0
Cc1ccc(NC(=O)Cn2nnc3ccccc32)cc1	-6.6	-15.1	0.9	-1.5	-8.0	i	-3.7	0.5	17.2
CCCn1c(=N)n(CC(=O)c2ccco2)c2ccccc21	-6.2	-12.0	-2.5	0.5	-3.3	i	3.3	1.7	-5.1
Cc1c(-n2c(SCC(N)=O)nc3ccccc3c2=O)c(=O)n(-c2ccccc2)n1C	-2.8	0.0	-1.6	-0.3	-1.6	i	-1.8	-0.1	0.3
COc1cccc(CC(=O)Nc2nc(-c3ccc(OC)c(OC)c3)cs2)c1	12.7	-1.3	2.8	-1.2	-12.2	i	-0.4	-0.6	9.3
COc1ccc(NC(=O)CSCC(=O)N(C)CCOc2ccc(Cl)cc2)cc1	3.0	3.2	-2.1	0.0	-2.6	i	-6.1	-1.4	-29.8
Cc1ccccc1-c1nnc(SCC(=O)N(CC(C)C)c2c(N)n(CC(C)C)c(=O)[nH]c2=O)n1C	-4.8	-2.8	0.1	0.3	-3.2	i	-0.7	0.2	14.1
Cc1cc(C(=O)Nc2ccc3c(c2)OCCO3)c2ccccc2n1	-4.0	-5.4	-7.7	-0.3	-4.8	i	-7.6	1.0	-5.7
C/C(=N\NC(=O)c1ccccc1F)c1ccc2c(c1)Nc1ccccc1S2	2.7	0.3	-3.6	-0.9	-7.0	i	-8.2	0.2	9.9
Cc1ccc2c(c1)C(c1ccccc1)N(C(=O)c1ccc3c(c1)OCO3)CC(=O)N2 (stereo not drawn)	3.9	-0.2	-2.2	-0.3	-5.9	i	1.5	-0.8	2.8
C(=N\n1cncn1)/c1ccc(N2CCOCC2)cc1	-5.3	-2.6	4.9	-1.0	-18.1	i	-10.6	5.3*	0.9
COc1ccc(/C=N/NC(=O)c2ccc(COc3ccccc3Cl)o2)c(OC)c1C	-7.0	1.3	2.8	-1.0	-2.5	i	-13.1	0.0	-10.9
CSc1ccccc1-n1nnnc1SCC(=O)NCc1cccs1	1.4	6.0	-3.4	-0.8	-1.6	i	0.8	-0.2	7.8
CNC(=O)CSc1nc2cc(S(=O)(=O)Nc3ccccc3OC)ccc2o1	-2.0	-0.5	-0.9	-0.3	-1.9	i	8.1	1.8	-39.2
Cc1cc(C)nc(N2CCCC(CCC(=O)NCc3ccc(F)c(F)c3)C2)n1 (stereo not drawn)	6.2	-0.4	3.6	-0.2	-2.1	i	-3.4	0.0	7.8
CCN(CC)S(=O)(=O)c1ccc2oc(C(=O)NCCCN3CCOCC3)c(C)c2c1	-9.3	-2.4	5.4	-1.2	-5.1	i	5.5	1.2	9.0
O=C(CN(C(=O)CNC(=O)c1cccs1)c1ccccc1)NC1CCCCC1	-3.3	-4.3	-2.1	-0.6	-1.1	i	1.3	0.1	8.1

Ordered by length of the SMILES (ascending): some entries from above.
SMILES	FAS TE block	CSN deneddyl inh	Rin1-Abl PPI inh	TbMetRS inhib	bovine MsrA act	Neddylation inh	E coli Lon inh	MsrA inh	PABP1 MLLE inh
O=C(CN(C(=O)CNC(=O)c1cccs1)c1ccccc1)NC1CCCCC1	-3.3	-4.3	-2.1	-0.6	-1.1	i	1.3	0.1	8.1
Cc1ccc2c(c1)C(c1ccccc1)N(C(=O)c1ccc3c(c1)OCO3)CC(=O)N2 (stereo not drawn)	3.9	-0.2	-2.2	-0.3	-5.9	i	1.5	-0.8	2.8
Cc1ccccc1-c1nnc(SCC(=O)N(CC(C)C)c2c(N)n(CC(C)C)c(=O)[nH]c2=O)n1C	-4.8	-2.8	0.1	0.3	-3.2	i	-0.7	0.2	14.1

The results go on.
SMILES	FAS TE block	CSN deneddyl inh	Rin1-Abl PPI inh	TbMetRS inhib	bovine MsrA act	Neddylation inh	E coli Lon inh	MsrA inh	PABP1 MLLE inh
CCC(C)CN1C(=O)CSCC1(C)C(=O)Nc1c(C)cccc1C (stereo not drawn)	/	3.4	/	-0.5	/	i	/	-1.3	/
COc1ccc(N2C(=O)CC(N(C)CCc3ccc(OC)c(OC)c3)C2=O)cc1 (stereo not drawn)	-3.0	-0.3	-0.8	-0.1	-2.2	i	-1.3	-0.3	2.0
Cc1ccc(SCCNC(=O)/C=C/c2cccc([N+](=O)[O-])c2)cc1	46.4	-1.1	-0.5	-0.5	-6.7	i	-4.5	-0.1	-2.5
CC1CN(C(=O)c2ccc([N+](=O)[O-])s2)CC(C)O1 (stereo not drawn)	-5.4	2.0	0.4	-0.4	-4.3	i	10.5	2.1	-6.9
COc1ccc(S(=O)(=O)N2CCC(C(=O)NCCC3=CCCCC3)CC2)cc1C	11.1	1.6	1.4	-0.5	-1.2	i	-0.8	1.3	-2.6
CC(=O)OCC(OC(C)=O)C(OC(C)=O)C(OC(C)=O)C(=O)Nc1ccc(C)cc1 (stereo not drawn)	-8.7	0.1	0.7	-1.4	-11.0	i	5.5	0.8	-0.6
C=CCSC1=N/C(=C\c2sccc2C)C(=O)S1	6.6	-0.9	-3.6	-1.4	-11.1	i	-3.2	1.3	12.5
CCN(CC)CCCNC(=O)c1c(O)c2cc(F)cc3c2n(c1=O)C(C)CC3 (stereo not drawn)	-1.3	4.2	-3.5	0.6	-4.0	i	-6.3	1.6	0.0
O=C(O)c1cc(-c2ccc(Cl)c(Cl)c2)n(-c2ccc(F)cc2)n1	12.2	2.5	2.8	0.2	-2.5	i	-10.9	1.8	-1.1
CC(=O)c1ccccc1NC(=O)COC(=O)/C=C/c1ccc(OC(F)F)cc1	-5.6	-0.7	4.0	-0.5	-5.6	i	4.0	0.2	-39.9
CC(NCc1ccccc1O)C12CC3CC(CC(C3)C1)C2 (stereo not drawn)	-1.9	1.8	-0.1	-0.5	0.1	i	-2.0	2.2	1.5
COc1cccc(OC)c1C(=O)NC(=S)Nc1ccc2oc(=O)ccc2c1	-4.0	-14.0	-1.6	-0.4	-3.5	i	5.0	0.3	11.8
